Screening results (PubChem BioAssay)
HDAC3 inh: HDAC3 deacetylase inhibitors, primary screen, biochemical, fluorescence, cell-free homogeneous. recombinant HDAC3, fluorogenic peptide/trypsin coupled. 0.15% of 320,000 active. inhibition, % at 8.3 µM; in the data active = inhibition above about 26%, passing the limit was not always enough
ANO1 activ: TMEM16A chloride channel activators or potentiators, primary screen, cell-based, HTS. Anoctamin-1 (Mus musculus), Q8BHY3. HEK293 TMEM16A/YFP-H148Q/I152L, iodide quench fluorescence; active compounds read low. B-score at 10 µM. 0.3% of 340,000 active;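 active = fluorescence-ratio B-score plate-corrected deviation score at least 3 library SD below zero, with starting fluorescence score within 5 deviations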;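 note: channel opened by trigger with iodide after compound preincubation; score built on the fluorescence ratio of max minus min over baseline; more negative score means more quench and so TMEM16A activation or potentiation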
DYRK1A inh: rat Dyrk1A kinase inhibitors, primary screen, biochemical, single point, plate reader. ADP-Glo luminescence, NFATc1 peptide. inhibition, % at 12.5 µM. 0.43% of 310,000 active. Dual specificity tyrosine-phosphorylation-regulated kinase 1A (Rattus norvegicus), Q63470; in the data active = inhibition above about 50%;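 note: plate controls were vehicle with enzyme for no effect and no enzyme for full effect; many of its hits are not listed in these tables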
KCNK9 block: KCNK9 potassium channel inhibitors, primary screen, HEK293 cells, thallium flux; Potassium channel subfamily K member 9 (Homo sapiens), Q9NPC2; FluxOR thallium flux fluorescence; active compounds read low; B-score at 10 µM; 1.2% of 310,000 active; AID 488922, 2010;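 active = ratio B-score over 3 SD below the library mean, with starting fluorescence within 5 SD of its mean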;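 note: negative B-score means less thallium flux so channel inhibition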
KCNQ1 block: inhibitors of human KCNQ1 channel, primary screen, cell-based, thallium flux, high-throughput; CHO-K1 KCNQ1, FluxOR thallium flux fluorescence; active compounds read high; B-score at 10 µM; AID 2642, 2010; 1.3% of 310,000 active; Potassium voltage-gated channel subfamily KQT member 1 (Homo sapiens), P51787;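 active = compounds whose thallium flux B-score, printed positive for inhibition, exceeds three library SD while starting fluorescence stays within three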;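 note: channel opened by potassium depolarization with thallium stimulus after 20 min compound exposure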
TRPC4 act: activators of mouse TRPC4 channel, primary screen, Fluo4 calcium, HEK293 TRPC4beta/mu-opioid cells; Short transient receptor potential channel 4 (Mus musculus), Q9QUQ5; Fluo4 calcium fluorescence; active compounds read high; B-score at 10 µM; 0.49% of 310,000 active; AID 2237, 2010;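 active = B-score above 5 SD of library B-scores, and initial fluorescence ratio not above library mean plus 5 SD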;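 note: positive B-score marks a calcium rise read as TRPC4 activation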
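system = HEK293 cells stably co-expressing mouse TRPC4beta and mu-opioid receptor | schedule = Fluo4 dye loading 45 min at room temperature, 110 s recording | measure = B-scored integrated calcium fluorescence ratio | signal = Fluo4 calcium-sensitive dye fluorescence, kinetic, 1 Hz baseline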
ANO1 block: TMEM16A chloride channel inhibitors, primary screen, cell-based, HTS; normalized B-score (activity score, 25-100; higher = stronger inhibition) at 10 µM; AID 588511, 2011; HEK293 TMEM16A/YFP iodide influx fluorescence, ionomycin; 1.2% of 310,000 active;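 active = ratio plate-corrected score three or more library SD toward inhibition, starting fluorescence score within five deviations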;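 note: score derived from kinetic fluorescence span divided by baseline fluorescence per well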
TRPC4 PAM: positive allosteric modulators of TRPC4, primary screen, cell-based, mouse TRPC4beta, HEK293 mu-opioid, Fluo-4 calcium. B-score at 10 µM. Short transient receptor potential channel 4 (Mus musculus), Q9QUQ5. DAMGO EC20, Fluo-4 Ca2+ flux; active compounds read high. 0.42% of 310,000 active. AID 2227, 2009;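 active = B-score of calcium response area above 5 SD of library B-scores, with initial fluorescence ratio within 5 SD of library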;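 note: B-score of integrated fluorescence ratio over time as area under calcium response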
hERG rescue: hERG rescue from dofetilide block, primary screen, cell-based, CHO-hERG, FluxOR thallium flux, dofetilide IC70; Voltage-gated inwardly rectifying potassium channel KCNH2 (Homo sapiens), Q12809; dofetilide IC70 present; activation (rescue from dofetilide block), less the hit threshold, % at 10 µM; 0.51% of 310,000 active;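 active = activation above the mean of controls blocked by dofetilide plus 5 SD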;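 note: thallium influx through hERG after potassium depolarization seen as dye fluorescence rise; in these data hits start at about 4.7%; inactives centre near -7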
Target sequence (Q12809 whole entry, looked up): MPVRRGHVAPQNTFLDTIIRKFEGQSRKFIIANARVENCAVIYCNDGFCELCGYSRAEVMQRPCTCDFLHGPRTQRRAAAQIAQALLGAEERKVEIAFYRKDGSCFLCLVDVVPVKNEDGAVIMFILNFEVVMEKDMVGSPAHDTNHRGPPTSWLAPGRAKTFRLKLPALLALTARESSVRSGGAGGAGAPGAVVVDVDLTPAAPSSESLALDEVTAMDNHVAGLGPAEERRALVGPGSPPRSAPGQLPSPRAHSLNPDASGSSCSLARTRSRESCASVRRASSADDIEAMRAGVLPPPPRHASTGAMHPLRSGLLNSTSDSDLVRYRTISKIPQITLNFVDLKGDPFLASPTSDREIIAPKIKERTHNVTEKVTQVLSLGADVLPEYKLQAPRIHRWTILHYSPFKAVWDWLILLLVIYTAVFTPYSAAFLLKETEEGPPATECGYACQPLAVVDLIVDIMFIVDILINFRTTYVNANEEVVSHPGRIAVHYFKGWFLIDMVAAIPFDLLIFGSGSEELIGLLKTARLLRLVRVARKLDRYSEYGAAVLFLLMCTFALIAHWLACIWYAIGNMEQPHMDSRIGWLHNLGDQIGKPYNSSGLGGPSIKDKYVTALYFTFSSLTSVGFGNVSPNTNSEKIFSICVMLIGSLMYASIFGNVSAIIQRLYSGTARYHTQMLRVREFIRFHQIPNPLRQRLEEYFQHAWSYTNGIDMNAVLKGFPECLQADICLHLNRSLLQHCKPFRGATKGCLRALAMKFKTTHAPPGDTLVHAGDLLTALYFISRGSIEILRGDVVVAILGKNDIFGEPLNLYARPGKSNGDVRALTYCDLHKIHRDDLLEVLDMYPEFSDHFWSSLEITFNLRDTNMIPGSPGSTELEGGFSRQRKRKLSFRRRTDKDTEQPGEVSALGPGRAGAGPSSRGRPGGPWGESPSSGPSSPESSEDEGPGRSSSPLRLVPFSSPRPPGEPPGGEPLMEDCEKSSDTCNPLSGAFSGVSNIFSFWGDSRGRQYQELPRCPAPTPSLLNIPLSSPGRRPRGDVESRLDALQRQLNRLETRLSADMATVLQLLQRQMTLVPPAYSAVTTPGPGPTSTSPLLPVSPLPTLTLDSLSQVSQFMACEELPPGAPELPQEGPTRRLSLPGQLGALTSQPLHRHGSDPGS
KCNK3 block: human KCNK3 channel inhibitors, primary screen, CHO cells, FluxOR thallium flux, B-score; Potassium channel subfamily K member 3 (Homo sapiens), O14649; FluxOR fluorescence; active compounds read low; B-score at 10 µM; 0.84% of 340,000 active;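 active = B-score under library mean minus 4 SD, starting fluorescence ratio at most library mean plus 5 SD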;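 note: more negative B-score means stronger inhibition of thallium flux through KCNK3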
KCNQ1 act: potentiators or activators of KCNQ1 channel, primary screen, cell-based, thallium flux, high-throughput. Potassium voltage-gated channel subfamily KQT member 1 (Homo sapiens), P51787. B-score at 10 µM. CHO-K1 KCNQ1, thallium flux FluxOR fluorescence; active compounds read high. 0.35% of 310,000 active. AID 2648, 2010;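 active = fluorescence ratio B-score, a plate-corrected score, at least three library SD, with initial intensity B-score within 5 SD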
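assay system = KCNQ1-transfected CHO-K1 cells | medium = assay buffer with matched DMSO | probe or stimulus = depolarizing K+/Tl+ stimulus, K2SO4 and Tl2SO4 each 12.5 mM in 5x stock | dosing = single dose | incubation = dye 90 min, compound 20 min, room temperature | detection = kinetic FluxOR fluorescence, 10 s baseline plus 110 s post-stimulus | evaluation = ratio B score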
* = called active by the depositor. An excerpt; count on the stated rates, not on these rows.

`CCOc1ccc(N2C(=O)CNC2=S)cc1` gave HDAC3 inh -16, ANO1 activ inactive, KCNK9 block inactive, KCNQ1 block inactive, TRPC4 act inactive, ANO1 block inactive, TRPC4 PAM inactive, hERG rescue -13, KCNK3 block inactive and KCNQ1 act inactive.
For CCCNC(=O)CSc1nc(Cc2ccccc2)nc2ccccc12 the results were HDAC3 inh -2, ANO1 activ inactive, DYRK1A inh -5, KCNK9 block -7.6*, KCNQ1 block inactive, TRPC4 act inactive, ANO1 block inactive, TRPC4 PAM inactive, hERG rescue -16, KCNK3 block inactive and KCNQ1 act inactive.
Screening CC(C)(C)c1nnc(NC(=O)C2CC(=O)N(CCc3ccc(F)cc3)C2)s1 (configuration not stated) returned HDAC3 inh 3, ANO1 activ inactive, DYRK1A inh -3, KCNK9 block inactive, KCNQ1 block inactive, TRPC4 act inactive, ANO1 block inactive, TRPC4 PAM inactive, hERG rescue -7, KCNK3 block inactive and KCNQ1 act inactive.
CS(=O)(=O)N(CC(=O)Nc1ccccc1C(=O)N1CCOCC1)c1cccc([N+](=O)[O-])c1 was read as HDAC3 inh -2, ANO1 activ inactive, DYRK1A inh 2, KCNK9 block inactive, KCNQ1 block inactive, TRPC4 act inactive, ANO1 block inactive, TRPC4 PAM inactive, hERG rescue -11, KCNK3 block inactive and KCNQ1 act inactive.
For Cc1ccccc1N(C(=O)Cc1cccs1)C(C(=O)NCC1CCCO1)c1cccnc1 (configuration not stated) the results were HDAC3 inh -1, ANO1 activ inactive, DYRK1A inh -4, KCNK9 block inactive, KCNQ1 block inactive, TRPC4 act inactive, ANO1 block inactive, TRPC4 PAM inactive, hERG rescue 0, KCNK3 block inactive and KCNQ1 act inactive.
For Cc1ccc(S(=O)(=O)N2CCCCC2C)cc1[N+](=O)[O-] (configuration not stated) the results were HDAC3 inh 4, ANO1 activ inactive, DYRK1A inh -8, KCNK9 block inactive, KCNQ1 block inactive, TRPC4 act inactive, ANO1 block inactive, TRPC4 PAM inactive, hERG rescue -9, KCNK3 block inactive and KCNQ1 act inactive.
O=C(NCc1ccc2c(c1)OCO2)c1ccc(Cl)s1 was read as HDAC3 inh 4, ANO1 activ inactive, KCNK9 block inactive, KCNQ1 block inactive, TRPC4 act inactive, ANO1 block inactive, TRPC4 PAM inactive, hERG rescue 3, KCNK3 block inactive and KCNQ1 act inactive.
Screening O=C(Cc1ccc(F)cc1)OCC(=O)N1CCN(S(=O)(=O)c2ccc(Cl)cc2)CC1 returned HDAC3 inh -1, ANO1 activ inactive, DYRK1A inh 2, KCNK9 block inactive, KCNQ1 block inactive, TRPC4 act inactive, ANO1 block inactive, TRPC4 PAM inactive, hERG rescue -11, KCNK3 block inactive and KCNQ1 act inactive.
CC1CCCCN1C(=O)C12CCC(C)(/C(=N/O)C1)C2(C)C (configuration not stated) was read as HDAC3 inh 2, ANO1 activ inactive, DYRK1A inh -8, KCNK9 block inactive, KCNQ1 block inactive, TRPC4 act inactive, ANO1 block inactive, TRPC4 PAM inactive, hERG rescue -16, KCNK3 block inactive and KCNQ1 act inactive.
Screening O=C(Cc1c(F)cccc1Cl)N1CCCC1 returned HDAC3 inh -2, ANO1 activ inactive, DYRK1A inh -4, KCNK9 block inactive, KCNQ1 block inactive, TRPC4 act inactive, ANO1 block inactive, TRPC4 PAM inactive, hERG rescue -2, KCNK3 block inactive and KCNQ1 act inactive.
For CC(C(=O)N(C)C1CCS(=O)(=O)C1)N1C(=O)/C(=C/c2ccc(F)cc2)SC1=S (configuration not stated) the results were HDAC3 inh 1, ANO1 activ inactive, KCNK9 block inactive, KCNQ1 block inactive, TRPC4 act inactive, ANO1 block inactive, TRPC4 PAM inactive, hERG rescue -15, KCNK3 block inactive and KCNQ1 act inactive.
For N=C1/C(=C/c2cccn2Cc2ccc(Cl)cc2)C(=O)N=C2SC=CN12 the results were HDAC3 inh -4, ANO1 activ inactive, DYRK1A inh -1, KCNK9 block inactive, KCNQ1 block inactive, TRPC4 act inactive, ANO1 block inactive, TRPC4 PAM inactive, hERG rescue -4, KCNK3 block inactive and KCNQ1 act inactive.
Screening CCC[N+](C)(C)C(C)C(OC(C)=O)c1ccccc1 (configuration not stated) returned HDAC3 inh 6, ANO1 activ inactive, KCNK9 block inactive, KCNQ1 block inactive, TRPC4 act inactive, ANO1 block inactive, TRPC4 PAM inactive, hERG rescue -7, KCNK3 block inactive and KCNQ1 act inactive.
For C=CCNC(=O)c1ccc(C2SCC(=O)N2Cc2ccccc2)cc1 (configuration not stated) the results were HDAC3 inh 9, ANO1 activ inactive, DYRK1A inh 17, KCNK9 block inactive, KCNQ1 block inactive, TRPC4 act inactive, ANO1 block inactive, TRPC4 PAM inactive, hERG rescue -22, KCNK3 block inactive and KCNQ1 act inactive.
Screening COc1cc2c(cc1OC)C(c1ccc([N+](=O)[O-])cc1)NCC2 (configuration not stated) returned HDAC3 inh -1, ANO1 activ inactive, KCNK9 block inactive, KCNQ1 block inactive, TRPC4 act inactive, ANO1 block inactive, TRPC4 PAM inactive, hERG rescue -9, KCNK3 block inactive and KCNQ1 act inactive.
`CCN1N=C(c2cc(Cl)sc2Cl)CSC1=O` gave HDAC3 inh 9, ANO1 activ inactive, DYRK1A inh 3, KCNK9 block inactive, KCNQ1 block inactive, TRPC4 act inactive, ANO1 block inactive, TRPC4 PAM inactive, hERG rescue -8, KCNK3 block inactive and KCNQ1 act inactive.
Screening O=C(N/N=C/c1ccccc1OC(=O)c1ccc2c(c1)OCO2)c1cccc(F)c1 returned HDAC3 inh 1, ANO1 activ inactive, DYRK1A inh 2, KCNK9 block inactive, KCNQ1 block inactive, TRPC4 act inactive, ANO1 block inactive, TRPC4 PAM inactive, hERG rescue -4, KCNK3 block inactive and KCNQ1 act inactive.
`CCOc1ccc(C(=O)NC(C(=O)NCc2ccccc2OC)C(C)C)cc1` (configuration not stated) gave HDAC3 inh -5, ANO1 activ inactive, KCNK9 block inactive, KCNQ1 block inactive, TRPC4 act inactive, ANO1 block inactive, TRPC4 PAM inactive, hERG rescue -5, KCNK3 block inactive and KCNQ1 act inactive.
CCOc1ccc(/C=C2\NC(=S)NC2=O)cc1 was read as HDAC3 inh 0, ANO1 activ inactive, DYRK1A inh 23, KCNK9 block inactive, KCNQ1 block inactive, TRPC4 act inactive, ANO1 block inactive, TRPC4 PAM inactive, hERG rescue -7, KCNK3 block inactive and KCNQ1 act inactive.
COc1ccc(C(C(=O)NC2CCCCC2)N(Cc2ccco2)C(=O)CNC(=O)c2ccco2)cc1 (configuration not stated) was read as HDAC3 inh 2, ANO1 activ inactive, DYRK1A inh -7, KCNK9 block inactive, KCNQ1 block inactive, TRPC4 act inactive, ANO1 block inactive, TRPC4 PAM inactive, hERG rescue -8, KCNK3 block inactive and KCNQ1 act inactive.
Screening CC1(C)CCC(=O)N2CC[C@H]3C[C@H](OC(=O)Nc4ccccc4)C[C@@H]1[C@H]32 returned HDAC3 inh 7, ANO1 activ inactive, DYRK1A inh 5, KCNK9 block inactive, KCNQ1 block inactive, TRPC4 act inactive, ANO1 block inactive, TRPC4 PAM inactive, hERG rescue -5, KCNK3 block inactive and KCNQ1 act inactive.
O=C1COc2ccc(C(=O)c3ccccc3C(=O)NCc3ccccc3)cc2N1 was read as HDAC3 inh -4, ANO1 activ inactive, DYRK1A inh -6, KCNK9 block inactive, KCNQ1 block inactive, TRPC4 act inactive, ANO1 block inactive, TRPC4 PAM inactive, hERG rescue -8, KCNK3 block inactive and KCNQ1 act inactive.
COC(=O)c1nn(-c2ccccc2)c(Sc2ccc(Br)cc2)c1/C=N/O was read as HDAC3 inh 17, ANO1 activ inactive, DYRK1A inh 5, ANO1 block inactive and KCNK3 block inactive.
`CC(C)c1nn(-c2cc(C(F)(F)F)ccn2)c(=O)o1` gave HDAC3 inh -8, ANO1 activ inactive, KCNK9 block inactive, KCNQ1 block inactive, TRPC4 act inactive, ANO1 block inactive, TRPC4 PAM inactive, hERG rescue -6, KCNK3 block inactive and KCNQ1 act inactive.
`O=C(CCCc1nc(-c2ccccc2)no1)N1CCOCC1` gave HDAC3 inh 0, ANO1 activ inactive, DYRK1A inh -1, KCNK9 block inactive, KCNQ1 block inactive, TRPC4 act inactive, ANO1 block inactive, TRPC4 PAM inactive, hERG rescue -9, KCNK3 block inactive and KCNQ1 act inactive.
For O=C(CSc1nc(C(F)(F)F)cc(=O)[nH]1)Nc1nccs1 the results were HDAC3 inh 5, ANO1 activ inactive, DYRK1A inh -1, KCNK9 block inactive, KCNQ1 block inactive, TRPC4 act inactive, ANO1 block inactive, TRPC4 PAM inactive, hERG rescue -14, KCNK3 block inactive and KCNQ1 act inactive.
For Cc1ccccc1-c1n[nH]c(=S)n1/N=C/c1ccc(-c2ccccc2Br)o1 the results were ANO1 activ inactive, DYRK1A inh -2, KCNK9 block inactive, KCNQ1 block inactive, TRPC4 act inactive, TRPC4 PAM inactive, hERG rescue -7, KCNK3 block inactive and KCNQ1 act inactive.
Screening CCCOc1ccc2c(C)c(CC(=O)OC)c(=O)oc2c1 returned HDAC3 inh -58, ANO1 activ inactive, DYRK1A inh -3, KCNK9 block inactive, KCNQ1 block inactive, TRPC4 act inactive, ANO1 block inactive, TRPC4 PAM inactive, hERG rescue -8, KCNK3 block inactive and KCNQ1 act inactive.

Two records drawn at random from the list so far:
O=C1COc2ccc(C(=O)c3ccccc3C(=O)NCc3ccccc3)cc2N1 was read as HDAC3 inh -4, ANO1 activ inactive, DYRK1A inh -6, KCNK9 block inactive, KCNQ1 block inactive, TRPC4 act inactive, ANO1 block inactive, TRPC4 PAM inactive, hERG rescue -8, KCNK3 block inactive and KCNQ1 act inactive.
`CC(C)c1nn(-c2cc(C(F)(F)F)ccn2)c(=O)o1` gave HDAC3 inh -8, ANO1 activ inactive, KCNK9 block inactive, KCNQ1 block inactive, TRPC4 act inactive, ANO1 block inactive, TRPC4 PAM inactive, hERG rescue -6, KCNK3 block inactive and KCNQ1 act inactive.
